Source: PubChem (several laboratories)
HTRA1 inh: HTRA1 serine protease inhibitors, primary screen, biochemical, fluorescence polarization, HTS | inhibition, % at 5.96 µM | Q92743 | hit rate 0.5% among 340,000 | recombinant HTRA1, FP-rhodamine activity-based probe; in the data active = inhibition above about 36%;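 also: 0% = enzyme with DMSO and 100% = wells lacking enzyme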
GC-B act: human GC-B receptor activators, primary screen, HEK293 GC-B cells, cGMP TR-FRET, EC30 CNP | Atrial natriuretic peptide receptor 2 (Homo sapiens), P20594 | 0% at EC30 CNP, 100% saturating CNP | activation, % at 10 µM | hit rate 0.11% among 370,000 | AID 1920062, 2024;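 active = activation at 10 µM reaching about 35% in either raw or pattern-adjusted values, limit read from the data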
UHRF1 binding: UHRF1 methylated DNA binding inhibitors, primary screen, counter-screen for MBD2 inhibitor project, biochemical, TR-FRET, human UHRF1, single concentration. E3 ubiquitin-protein ligase UHRF1 (Homo sapiens), Q96T88. UHRF1 binding to methylated oligo. inhibition, % at 4.4 µM. hit rate 0.75% among 370,000; in the data active = inhibition above about 21%;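 also: UHRF1 SRA domain binding a hemimethylated CpG hairpin DNA probe; 0% = median of test compound wells and 100% = reference inhibitor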
rCAG RNA binder: binders of r(CAG) RNA repeats, primary screen, biochemical, fluorescence | r(CAG) RNA repeat, TO-PRO-1 dye displacement fluorescence | inhibition, % at 3 µM | hit rate 1.3% among 370,000 | AID 651821, 2012;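 active = inhibition above the plate cutoff, the mean of all test compounds on that plate plus 3 SD, cut at about 35% in these data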;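 also: 0% = DMSO alone and 100% = 100 µM mitoxantrone as full dye displacement; higher means more dye released from RNA so lower well fluorescence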
MBD2 inh: inhibitors of MBD2 binding to methylated DNA, primary screen, biochemical, TR-FRET, DNA-binding domain, human; hit rate 0.31% among 370,000; inhibition, % at 4.4 µM; MBD2 binding to methylated oligonucleotide; AID 686964, 2013; Methyl-CpG-binding domain protein 2 (Homo sapiens), Q9UBB5; in the data active = inhibition above about 13%
TCR CD3 inh: inhibitors of human TCR-CD3 interaction, primary screen, biochemical, fluorescence, TAMRA-labeled TCR probe | hit rate 0.37% among 360,000 | T-cell receptor (TCR) | inhibition, % at 9.4 µM | AID 651800, 2012; in the data active = inhibition above about 19%;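 also: recombinant mutant TCR 2C K166C tagged with TAMRA read by polarization; 0% = receptor in buffer alone and 100% = receptor with positive control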
NPR1 activator: GC-A stimulated cGMP production enhancers – HEK293 GC-A cells, cGMP TR-FRET, EC30 ANP, primary screen; 0% at EC30 ANP, 100% saturating ANP; activation, % at 10 µM; hit rate 0.14% among 370,000; AID 1671463, 2021; in the data active = activation above about 40%
SIAE inh: human SIAE inhibitors, primary screen, biochemical, fluorescence polarization, FP-Rh probe, 1536-well HTS; Sialate O-acetylesterase (Homo sapiens), Q9HAT2; SIAE FP-Rh probe binding; inhibition, % at 9.66 µM; hit rate 0.69% among 370,000; AID 1053197, 2014;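 active = inhibition above a cutoff: mean of compounds within the control limits plus 3 SD of those, cut at about 17% in these data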;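 also: 0% = plate median of compound wells and 100% = probe without SIAE protein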
PRMT1 inh: PRMT1 methyltransferase inhibitors, primary screen, biochemical, fluorescence polarization | Protein arginine N-methyltransferase 1 (Homo sapiens), Q99873 | recombinant PRMT1, activity-based probe fluorescence polarization | inhibition, % at 2.79 µM | hit rate 1.3% among 370,000;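 active = inhibition above about 21% made by adding two undisclosed values, limit read from the data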
mABHD4 FP: ABHD4 inhibitors, primary screen, biochemical, fluorescence polarization, mouse. (Lyso)-N-acylphosphatidylethanolamine lipase (Mus musculus), Q8VD66. purified mABHD4, FP-Rh probe fluorescence polarization. inhibition, % at 8.92 µM. hit rate 0.54% among 370,000. AID 720543, 2013;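 active = inhibition exceeding the mean over every tested compound plus 3 SD, cut at about 30% in these data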;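 also: 0% = plate median of compound wells and 100% = S159A mutant with DMSO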
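Material: mouse ABHD4 enzyme, wild type; Benchmarks: S159A mutant high control, sample median low control; Buffer or medium: HEPES pH 7.0, NaCl, Pluronic buffer; Signal: fluorescence polarization; Read-out: percent inhibition of probe binding, normalized to plate controls; Timing: pre-incubation 45 min, probe exposure 60 min, at 25 °C; Dosing: 8.92 µM, single dose.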
Numbers without * were called inactive; / = not tested or not shown. These rows are one share of the data; count on the stated rates, not on these rows.

SMILES | HTRA1 inh | GC-B act | UHRF1 binding | rCAG RNA binder | MBD2 inh | TCR CD3 inh | NPR1 activator | SIAE inh | PRMT1 inh | mABHD4 FP
O=C(Cn1cnc2cc([N+](=O)[O-])ccc2c1=O)Nc1cccc(S(=O)(=O)N2CCCCC2)c1 | -18.0 | -5.7 | 1.0 | 26.8 | 3.1 | -4.9 | -2.4 | 0.0 | 1.1 | -5.1
CN(CC(=O)Nc1ccccc1C(F)(F)F)C(=O)CCc1nc2sc3c(c2c(=O)[nH]1)CCCC3 | 1.3 | -2.9 | -1.8 | 2.0 | 2.5 | -8.3 | 1.2 | 1.8 | -1.0 | -3.0
Cc1cc(C)n(-c2ccc(C(=O)Nc3ccc(N4CCOCC4)cc3)cc2)n1 | 2.0 | -13.1 | -0.1 | -4.4 | -0.1 | 3.4 | 3.2 | 3.2 | 0.4 | 0.0
CN(CC1COc2ccccc2O1)C(=O)CCNS(=O)(=O)c1ccc(F)c(Cl)c1 (centres undefined) | -8.8 | 1.0 | 1.6 | -0.1 | -6.0 | 4.4 | -3.8 | 1.8 | 0.1 | -8.9
CCn1c(Sc2ccc(N)cc2Cl)nc2ccccc21 | -24.7 | -2.6 | 1.0 | -3.1 | 6.5 | -5.7 | -1.3 | 10.8 | 3.1 | -16.5
CCNc1nc(NC(C)C)nc(N(C)C#N)n1 | -1.1 | 4.7 | -0.3 | 19.1 | -0.3 | 8.0 | 11.4 | -3.9 | -2.0 | -4.8
CCOC(=O)c1ccc(NC2OC(=O)c3ccccc32)cc1 (centres undefined) | -1.0 | -5.0 | -0.7 | -0.5 | 0.1 | 6.3 | -0.8 | 3.2 | -1.3 | 0.1
CCN(CC)S(=O)(=O)c1ccc2c(c1)nc(CCC(=O)O)n2C | -1.2 | 2.8 | 1.4 | 3.8 | 1.3 | 0.8 | 5.6 | -5.3 | -0.3 | -4.6
O=C(NCCCN1CCCCC1)C1CCN(c2ncnc3c2nc2n3CCCCC2)CC1 | 11.9 | 1.0 | 2.2 | -1.6 | -0.8 | 5.5 | 2.5 | -6.5 | -9.9 | -11.4
COc1ccc(/C=N/N=C2/NC(=O)C(CC(=O)NC(C)C)S2)cc1 (centres undefined) | 0.6 | 2.1 | 0.6 | -1.8 | 0.2 | -1.5 | 7.6 | 12.7 | 1.1 | 6.2

Reformatted tab-delimited: eight of the compounds above
SMILES	HTRA1 inh	GC-B act	UHRF1 binding	rCAG RNA binder	MBD2 inh	TCR CD3 inh	NPR1 activator	SIAE inh	PRMT1 inh	mABHD4 FP
O=C(Cn1cnc2cc([N+](=O)[O-])ccc2c1=O)Nc1cccc(S(=O)(=O)N2CCCCC2)c1	-18.0	-5.7	1.0	26.8	3.1	-4.9	-2.4	0.0	1.1	-5.1
CN(CC(=O)Nc1ccccc1C(F)(F)F)C(=O)CCc1nc2sc3c(c2c(=O)[nH]1)CCCC3	1.3	-2.9	-1.8	2.0	2.5	-8.3	1.2	1.8	-1.0	-3.0
Cc1cc(C)n(-c2ccc(C(=O)Nc3ccc(N4CCOCC4)cc3)cc2)n1	2.0	-13.1	-0.1	-4.4	-0.1	3.4	3.2	3.2	0.4	0.0
CN(CC1COc2ccccc2O1)C(=O)CCNS(=O)(=O)c1ccc(F)c(Cl)c1 (centres undefined)	-8.8	1.0	1.6	-0.1	-6.0	4.4	-3.8	1.8	0.1	-8.9
CCn1c(Sc2ccc(N)cc2Cl)nc2ccccc21	-24.7	-2.6	1.0	-3.1	6.5	-5.7	-1.3	10.8	3.1	-16.5
CCNc1nc(NC(C)C)nc(N(C)C#N)n1	-1.1	4.7	-0.3	19.1	-0.3	8.0	11.4	-3.9	-2.0	-4.8
CCOC(=O)c1ccc(NC2OC(=O)c3ccccc32)cc1 (centres undefined)	-1.0	-5.0	-0.7	-0.5	0.1	6.3	-0.8	3.2	-1.3	0.1
CCN(CC)S(=O)(=O)c1ccc2c(c1)nc(CCC(=O)O)n2C	-1.2	2.8	1.4	3.8	1.3	0.8	5.6	-5.3	-0.3	-4.6

Additional records
SMILES | HTRA1 inh | GC-B act | UHRF1 binding | rCAG RNA binder | MBD2 inh | TCR CD3 inh | NPR1 activator | SIAE inh | PRMT1 inh | mABHD4 FP
CCOc1ccc(C2=[N+]([O-])C(C)(C)N(O)C2(C)C)cc1 | 0.0 | 0.5 | 1.6 | 0.3 | 1.0 | 2.0 | 1.0 | 1.6 | -0.4 | 2.0
COc1ccc(C(CNC(=O)c2cccc(S(=O)(=O)Nc3ccccc3OC)c2)N2CCCC2)cc1 (centres undefined) | -12.2 | -0.7 | -0.4 | -2.8 | 3.6 | -11.9 | -0.6 | -0.6 | -0.1 | 2.5
O=C(O)c1cc(N=Cc2c(O)c3ccccc3oc2=O)ccc1O | 4.2 | 2.9 | 9.6 | 37.8* | -7.7 | 5.3 | 4.2 | 8.4 | 5.1 | 18.3
N#Cc1ccc(N2CCCNCC2)nc1 | 2.9 | 0.3 | 6.2 | -7.4 | 4.4 | -11.5 | -1.4 | 0.1 | 2.0 | 3.3
Cc1ccc(NC(=O)CCC(=O)n2nc(C)cc2C)c(C)c1 | 0.6 | / | 0.1 | 2.2 | 1.6 | -3.4 | / | -7.3 | -3.5 | 6.4
CC(C)C(C(=O)NCC1CCCO1)N(CC1CCCO1)C(=O)CNS(=O)(=O)c1ccccc1 (centres undefined) | 0.1 | 0.7 | 3.5 | -4.8 | 1.3 | -7.5 | -7.2 | 3.4 | 5.0 | -4.5
CC(Oc1ccc(C(C)(C)C)cc1)C(=O)NC1CC(C)(C)NC(C)(C)C1 (centres undefined) | -1.3 | 0.9 | 4.1 | 2.1 | -1.4 | 0.6 | 5.2 | -6.6 | -3.4 | 4.0
NC(=O)c1ccc(NC(=O)Cn2c(=O)n(-c3ccccc3)c(=O)c3oc4ccccc4c32)cc1 | 1.5 | 1.6 | 0.7 | 1.2 | -4.0 | 5.3 | 3.5 | -1.4 | 1.1 | -5.0
Cc1[nH]c2ccccc2c1/C=N/NC(=O)c1cccc(S(=O)(=O)Nc2ccccc2Cl)c1 | 5.5 | 4.0 | 1.4 | 48.0* | -4.7 | -4.7 | -1.1 | 36.9* | 1.6 | 21.3
O=c1[nH]c2ccccc2n1CCCSCCCn1c(=O)[nH]c2ccccc21 | -5.5 | -9.4 | 5.5 | 1.0 | -2.4 | -2.7 | -5.2 | 8.9 | 2.9 | -5.4
CC[C@@]12C(=O)N(c3ccccc3)C(=O)N1[C@H](c1ccc(OC)cc1)[C@@H]1C(=O)N(C(C)(C)C)C(=O)[C@@H]12 | -8.0 | -2.5 | 4.2 | -3.2 | 1.9 | -1.0 | -2.3 | -8.9 | -1.3 | -3.9
O=C(O)Cn1cc(C(=S)N2CCOCC2)c2ccccc21 | 2.6 | 4.8 | 2.4 | 0.7 | -5.1 | -5.8 | 5.5 | 0.5 | 16.9 | -3.5
CN(C)c1ccc(C(=O)NC2CCCCN(Cc3cccc(Cl)c3)C2=O)cc1 (centres undefined) | / | 8.3 | -0.3 | 0.4 | -0.6 | / | 0.5 | -1.2 | 3.3 | 2.1
O=C(Cn1c(NCCCO)nc2ccccc21)c1ccc(F)cc1 | 2.3 | 2.7 | -2.0 | -1.5 | 4.3 | 0.3 | 6.3 | 7.5 | -2.6 | -1.3
O=C(c1ccc([N+](=O)[O-])cc1)c1cc2ccc(O)cc2oc1=O | -0.5 | -1.0 | -0.1 | 0.2 | -2.3 | 0.7 | 4.2 | 0.0 | 1.8 | 4.1

Marked active in SIAE inh, of those listed so far:
mol,HTRA1 inh,GC-B act,MBD2 inh,TCR CD3 inh,NPR1 activator,SIAE inh,PRMT1 inh
Cc1[nH]c2ccccc2c1/C=N/NC(=O)c1cccc(S(=O)(=O)Nc2ccccc2Cl)c1,5.5,4.0,-4.7,-4.7,-1.1,36.9*,1.6
